Assay outcomes as filed in PubChem BioAssay.
M4 ag = agonists of human muscarinic M4 receptor (CHRM4). 360,000 compounds, 0.14% hits. activation, % at 3 µM. P08173. CHO-K1 hM4/Gqi5, Fluo-8 calcium fluorescence; vehicle 0%, full acetylcholine response 100%;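 active means activation above the run mean over all test wells plus 3 SD, cut at about 32% in these data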;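 further: peak over basal fluorescence ratio per well then scaled between controls; 0% = DMSO wells and 100% = acetylcholine at EC100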
CHRM1 agonist = agonists of human M1 muscarinic receptor | P11229 | CHO-K1 hM1, Fluo-8 calcium fluorescence, agonist mode; 0% DMSO, 100% acetylcholine EC100 | activation, % at 3 µM | 360,000 compounds, 0.33% hits | AID 588814;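 active means activation above the run's mean compound activation plus 3 SD, cut at about 16% in these data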;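 further: peak over basal fluorescence ratio within a 140 s kinetic read after compound addition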
TAAR1 agonist = human TAAR1 agonism; AID 624467; Q96RJ0; activation, % at 3 µM; CHO RD-HGA16 TAAR1, Fluo-8 calcium fluorescence; vehicle wells 0%, saturating PEA agonist 100%; 360,000 compounds, 0.99% hits;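 active means activation above the mean activation of all test compounds in the run plus 3 SD, cut at about 38% in these data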
Target sequence (Q96RJ0 whole entry, looked up): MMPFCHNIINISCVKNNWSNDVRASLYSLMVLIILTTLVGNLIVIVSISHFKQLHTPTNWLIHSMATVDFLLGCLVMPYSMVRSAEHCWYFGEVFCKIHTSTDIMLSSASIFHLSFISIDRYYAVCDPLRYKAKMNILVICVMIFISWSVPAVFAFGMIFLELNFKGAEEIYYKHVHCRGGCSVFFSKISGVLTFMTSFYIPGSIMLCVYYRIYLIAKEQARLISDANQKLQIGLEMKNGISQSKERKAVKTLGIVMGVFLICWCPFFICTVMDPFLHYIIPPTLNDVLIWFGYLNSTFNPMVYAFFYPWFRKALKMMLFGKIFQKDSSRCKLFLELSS
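System: CHO RD-HGA16 cells carrying human TAAR1 plus Gα16; Incubation: 17-24 h seeding, 75 min 37 °C dye, 30 min RT; Measured by: Fluo-8 fluorescence, 5 s baseline then 140 s kinetic read; Control set: DMSO and PEA EC100; Replication: single well for each compound.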
CHRM1 PAM = potentiates human M1 receptor response to acetylcholine; CHO-K1 hM1, Fluo-8 calcium fluorescence, ACh EC20; 0% = ACh EC20, 100% = maximal ACh; activation, % at 3 µM; 360,000 compounds, 0.088% hits; in the data active means activation above about 19%, passing the limit was not always enough
M5 ag = agonists of human muscarinic M5 receptor (CHRM5); CHO-K1 hM5 cells, Fluo-8 calcium fluorescence; 0% DMSO wells, 100% maximal acetylcholine response; activation, % at 3 µM; 360,000 compounds, 0.19% hits; AID 624037;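 active means activation above the run's mean over test compounds plus 3 SD, cut at about 23% in these data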;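 further: signal is peak over basal fluorescence ratio across the kinetic read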
Target sequence (P08912 whole entry, looked up): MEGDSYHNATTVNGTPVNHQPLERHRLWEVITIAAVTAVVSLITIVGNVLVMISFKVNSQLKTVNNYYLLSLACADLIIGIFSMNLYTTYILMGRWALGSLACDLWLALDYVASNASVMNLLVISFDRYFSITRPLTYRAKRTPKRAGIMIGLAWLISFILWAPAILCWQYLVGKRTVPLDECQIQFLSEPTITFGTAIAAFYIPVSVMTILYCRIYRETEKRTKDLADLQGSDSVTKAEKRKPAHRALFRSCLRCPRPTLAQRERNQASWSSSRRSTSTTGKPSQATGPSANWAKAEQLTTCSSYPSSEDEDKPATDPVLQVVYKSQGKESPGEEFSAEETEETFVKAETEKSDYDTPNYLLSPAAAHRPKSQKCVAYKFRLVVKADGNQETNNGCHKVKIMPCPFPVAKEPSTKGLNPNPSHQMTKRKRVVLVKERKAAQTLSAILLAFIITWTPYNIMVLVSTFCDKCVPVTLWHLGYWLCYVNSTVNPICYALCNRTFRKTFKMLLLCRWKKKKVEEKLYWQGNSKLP
M4 antag = CHRM4 antagonism in calcium assay. P08173. CHO-hM4 cells, ACh EC80, Fluo-8 calcium fluorescence. inhibition, % at 3 µM. 360,000 compounds, 0.73% hits;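 active means inhibition above its plate's cutoff, the mean inhibition of sample wells plus 3 SD, cut at about 27% in these data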;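 further: 0% = acetylcholine EC80 with DMSO and 100% = DMSO without agonist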
CHRM1 antagonist = antagonists of human M1 muscarinic receptor; P11229; CHO-K1 hM1, Fluo-8 calcium fluorescence, ACh EC80 antagonist; inhibition, % at 3 µM; 360,000 compounds, 1.3% hits;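 active means percent inhibition above its own plate's cutoff, namely the mean of that plate's compound wells plus 3 SD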;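 further: peak over basal fluorescence ratio during 140 s after agonist addition; 0% = ACh EC80 plus DMSO and 100% = DMSO alone without agonist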
CHRM5 antagonist = CHRM5 antagonism in calcium assay; P08912; CHO-hM5 cells, Fluo-8 calcium fluorescence, ACh EC80; inhibition, % at 3 µM; 360,000 compounds, 0.59% hits; AID 624040;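 active means inhibition above a per-plate cutoff, the mean of that plate's test compounds plus 3 SD, cut at about 27% in these data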;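 further: 0% = acetylcholine EC80 with DMSO and 100% = DMSO without agonist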
M5 PAM = potentiates acetylcholine response at human M5 receptor. P08912. CHO-K1 hM5, Fluo-8 calcium, ACh EC20 PAM; 0% = ACh EC20, 100% = ACh EC100. activation, % at 3 µM. 360,000 compounds, 0.3% hits;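 active means activation above the run cutoff, the mean activation of all test compounds plus 3 SD, cut at about 18% in these data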
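Replicates: One well per compound, no replicates | System: Human M5 receptor in CHO-K1 cells | Benchmarks: Low control EC20 acetylcholine (0%), high control EC100 acetylcholine (100%) | Probe or stimulus: Acetylcholine, EC20 level | Times: Fluo-8 loading 80 min at 37 °C plus 30 min room temperature | Signal: Intracellular calcium via Fluo-8 fluorescence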
Active calls of the source: *; nt = no result given. Some of the compounds tested; the hit share may differ from the screen's.

| cpd | Compound | CHRM1 PAM | CHRM1 agonist | M4 antag | CHRM1 antagonist | M5 ag | M4 ag | TAAR1 agonist | M5 PAM | CHRM5 antagonist |
| --- | --- | --- | --- | --- | --- | --- | --- | --- | --- | --- |
| 1 | Cc1cccc(N(CC(=O)N2CCCCCC2)S(C)(=O)=O)c1C | 13 | -8 | -6 | -11 | -4 | 2 | 1 | 9 | -3 |
| 2 | CCN(CC)CCCNC(=O)c1cc2c(-c3ccc(Cl)cc3)nn(C)c2s1 | 5 | -3 | -13 | -11 | -5 | 1 | 3 | -6 | -7 |
| 3 | CCOc1ccc(C(Nc2ccc(C)cc2)P2(=O)OCCC(C)O2)cc1 (stereo unspecified) | 6 | -1 | 3 | -5 | 0 | 1 | 5 | 1 | -2 |
| 4 | Cc1c(Cl)ccc2c1NC(=O)[C@]21N[C@@H](CCC(N)=O)[C@H]2C(=O)N(c3ccc(F)cc3)C(=O)[C@H]21 | 3 | -1 | 0 | -1 | 1 | 1 | 10 | 4 | -7 |
| 5 | CC1=C(C(=O)OCc2ccccc2)C(/C=C/c2ccccc2)NC(=S)N1 (stereo unspecified) | 4 | 1 | -6 | -4 | -5 | -2 | 0 | -8 | 4 |
| 6 | O=C(Cc1ccccc1)NCCCc1ccccc1 | 6 | -1 | 24 | -17 | -4 | 0 | 11 | -2 | 3 |
| 7 | O=C(CCNC(=O)c1ccccc1Cl)NN1C(=O)NC2(CCCCC2)C1=O | 1 | -4 | -3 | -2 | 1 | -1 | 0 | -1 | 2 |
| 8 | Cc1cc(NC(=O)c2ccc(Cl)cc2Cl)n(-c2ccccc2)n1 | -8 | -6 | 3 | 13 | -4 | 1 | 2 | -5 | 11 |
| 9 | COc1ccccc1-c1nnc(NC(=O)Cc2ccccc2)o1 | 10 | -2 | -4 | -7 | -2 | 2 | 1 | 7 | -8 |
| 10 | O=S(=O)(c1ccc(Cl)cc1)N1CCN(C(=S)Nc2ccc(F)c(Cl)c2)CC1 | -2 | -4 | 12 | 2 | 2 | 8 | 7 | -8 | 13 |
| 11 | CCOc1ccc(CN2CCNC(=O)C2CC(=O)NCc2csc(C(C)C)n2)cc1 (stereo unspecified) | 14 | 3 | -13 | -4 | -3 | 0 | -1 | -2 | 10 |
| 12 | CC1(CCc2ccccc2)NC(=S)N(c2ccc(Cl)cc2)N1 (stereo unspecified) | 5 | 0 | -2 | 1 | 0 | 1 | 1 | 6 | -11 |
| 13 | O=C(CCN1C(=O)c2ccccc2C1=O)N1CCN(Cc2ccccc2)CC1 | 8 | -1 | -5 | 0 | 3 | 2 | 2 | -5 | 11 |
| 14 | Cc1cc(C)c(-c2csc(NC(=O)C3=NN(c4ccccc4)C(=O)CC3)n2)c(C)c1 | -1 | -9 | -10 | 11 | -7 | 0 | 0 | -9 | 6 |
| 15 | COc1ccc(CN2C(=O)c3cccnc3C2=O)cc1S(=O)(=O)N1CCCC(C)C1 (stereo unspecified) | 10 | 0 | -2 | 6 | -5 | 2 | 3 | -2 | 4 |
| 16 | O=C(/C=C/c1ccco1)NC(=S)Nc1cccc(-c2nc3ccccc3s2)c1 | -4 | -6 | 4 | -3 | -3 | 0 | 9 | -2 | 3 |
| 17 | Cc1ccc(NC(=O)CN(C)C(=O)Cn2c(=O)oc3ccccc32)cc1 | 18 | -4 | -5 | -12 | -1 | 4 | 0 | -1 | 12 |
| 18 | COc1cc(OC)cc(C(=O)NC(C)c2ccc(Br)cc2)c1 (stereo unspecified) | 6 | -6 | 2 | -7 | -1 | 0 | 9 | 1 | 2 |
| 19 | COc1cccc(-n2c(Cc3cc(=O)[nH]c(=O)[nH]3)nnc2SCC(=O)Nc2ccccc2)c1 | 4 | -3 | 8 | -13 | 0 | -1 | 3 | -9 | 7 |
| 20 | CCOC(=O)N1CCN(C(=O)c2ccc(CS(=O)Cc3ccccc3Cl)o2)CC1 (stereo unspecified) | 0 | -1 | 6 | 4 | 2 | 4 | 2 | -2 | 3 |
| 21 | CCOC(=O)CN(C(=O)CNC(=O)c1ccco1)C(C(=O)NC1CCCCC1)c1cccc(OC)c1 (stereo unspecified) | 1 | -3 | -5 | -2 | -3 | 1 | 11 | 2 | 5 |
| 22 | COc1cc2ccccc2cc1C(=O)OCC(=O)N(CC(C)C)c1c(N)n(Cc2ccccc2)c(=O)[nH]c1=O | 8 | 6 | -11 | -10 | 3 | 5 | 20 | 4 | 6 |
| 23 | CCOC(=O)C1CC2=C(CCCC2=O)N(Cc2ccccc2)C1=O (stereo unspecified) | 8 | -2 | -6 | -17 | 0 | 0 | 3 | 0 | 0 |
| 24 | CC(C)(C)c1ccc(C2/C(=C(\O)c3ccc4c(c3)OCCO4)C(=O)C(=O)N2CCCN2CCOCC2)cc1 (stereo unspecified) | 2 | -4 | -3 | 0 | -2 | -1 | 10 | 0 | 9 |
| 25 | Cc1cc(NC(=S)N(Cc2cccc(Br)c2)CC2CCC(C(=O)O)CC2)ccc1Cl (stereo unspecified) | -1 | -1 | -8 | 12 | 2 | 0 | 35 | 14 | 5 |
| 26 | C[C@@H]1C(c2ccc(F)cc2)=NN(c2ccccc2)[C@H]1C(=O)N1CCOC1=O | 20 | 2 | -12 | -26 | 0 | 0 | 2 | 2 | -10 |
| 27 | CCC(Oc1ccccc1OC)C(=O)Nc1ccc2c(c1)n(C)c(=O)n2C (stereo unspecified) | 13 | 1 | -13 | -16 | -2 | 2 | 2 | -4 | 4 |
| 28 | Cc1ccc(NC(=O)N/C=C/c2ccc(Cl)cc2)cc1 | 0 | -2 | 6 | 2 | -1 | 2 | 8 | -1 | 9 |
| 29 | CC(=O)Nc1ccc(N2C(=O)c3ccc(C(=O)Nc4nnc(SCc5ccc(F)cc5)s4)cc3C2=O)cc1 | 3 | -11 | -4 | -6 | -11 | 1 | 5 | -7 | -1 |
| 30 | CSc1nnc(NC(=O)c2nc(S(=O)(=O)Cc3ccc(C)cc3)ncc2Cl)s1 | 3 | -3 | -1 | -3 | -4 | -1 | 0 | 1 | 0 |
| 31 | CCN1C(=O)CSc2ccc(C(=O)NCCCN3CCOCC3)cc21 | 5 | -14 | 5 | -6 | -1 | 1 | 2 | 2 | 3 |
| 32 | Cc1oc(-c2ccccc2Cl)nc1CSc1nc2c(c(=O)[nH]1)CCC2 | 4 | 0 | -37 | 2 | 2 | -2 | 0 | 15 | -13 |
| 33 | Cc1ccc(N(Cc2ccccc2)C(=O)c2cccc(S(=O)(=O)N3CCOCC3)c2)cc1 | 16 | -1 | 4 | -23 | -3 | 3 | -1 | 0 | -3 |
| 34 | CNC(=O)COC(=O)CCC(=O)c1ccc(Cl)cc1 | 8 | -2 | 0 | -6 | -2 | 0 | 1 | 3 | 13 |
| 35 | Cc1ccc(Cn2nnc3c(=O)[nH]c(C4CCCN(S(=O)(=O)c5ccccc5)C4)nc32)cc1 (stereo unspecified) | 3 | -5 | 1 | -2 | 1 | 0 | 6 | 4 | -7 |
| 36 | N#CCCN(C(=O)c1ccc2c(=O)n3c(nc2c1)CCCCC3)c1ccccc1 | -3 | -4 | -1 | 4 | -5 | 0 | 1 | -1 | 7 |
| 37 | COc1c(C)cc(Br)cc1C(=O)Nc1ccc(C)cc1[N+](=O)[O-] | 3 | -4 | 2 | -3 | -1 | 1 | 2 | 1 | 7 |
| 38 | CCn1cc(CN2CCC(n3nccc3NC(=O)c3cccc(F)c3)CC2)c(C)n1 | 6 | -4 | -1 | -6 | -4 | 1 | 3 | -1 | 8 |
| 39 | COc1ccc(CN2C(=O)c3cccnc3C2=O)cc1S(=O)(=O)NC1CCCCC1 | 0 | 0 | -1 | 1 | -2 | 2 | 8 | -1 | -6 |
| 40 | CCOC(=O)C1CCN(C(=O)c2ccccc2NS(=O)(=O)c2cc(C)ccc2C)CC1 | -4 | -5 | -11 | 3 | -3 | 1 | 0 | 14 | 10 |
| 41 | CC(SCc1ccccc1)C(=O)N/N=C/c1ccc(OCC(=O)NCc2ccco2)cc1 (stereo unspecified) | 1 | -3 | 2 | 5 | 6 | 12 | 6 | -4 | -3 |
| 42 | CCc1ccc(N2C(=O)C(Cl)=C(Nc3ccc(C(=O)N4CCCC4)cc3)C2=O)cc1 | 5 | 1 | -3 | 4 | 6 | 2 | nt | -4 | 11 |
| 43 | CCOC(=O)N1CCN(C(=O)CN(c2cccc(OC)c2)S(C)(=O)=O)CC1 | 5 | -3 | 1 | -13 | 3 | 0 | 14 | 5 | 3 |
| 44 | CCc1ccc(NC(=O)CSc2nc(NS(=O)(=O)c3ccccc3)cc(=O)[nH]2)cc1 | 9 | -9 | -2 | -3 | -1 | 2 | 3 | -6 | 2 |
| 45 | c1cnc(-c2noc(CN3CCN(C4C5CC6CC(C5)CC4C6)CC3)n2)cn1 (stereo unspecified) | 3 | -9 | -1 | 0 | -6 | 1 | 2 | 12 | -6 |

Entries from the list above that have an aryl methoxy group:
| cpd | Compound | CHRM1 PAM | CHRM1 agonist | M4 antag | CHRM1 antagonist | M5 ag | M4 ag | TAAR1 agonist | M5 PAM | CHRM5 antagonist |
| --- | --- | --- | --- | --- | --- | --- | --- | --- | --- | --- |
| 9 | COc1ccccc1-c1nnc(NC(=O)Cc2ccccc2)o1 | 10 | -2 | -4 | -7 | -2 | 2 | 1 | 7 | -8 |
| 15 | COc1ccc(CN2C(=O)c3cccnc3C2=O)cc1S(=O)(=O)N1CCCC(C)C1 (stereo unspecified) | 10 | 0 | -2 | 6 | -5 | 2 | 3 | -2 | 4 |
| 18 | COc1cc(OC)cc(C(=O)NC(C)c2ccc(Br)cc2)c1 (stereo unspecified) | 6 | -6 | 2 | -7 | -1 | 0 | 9 | 1 | 2 |
| 19 | COc1cccc(-n2c(Cc3cc(=O)[nH]c(=O)[nH]3)nnc2SCC(=O)Nc2ccccc2)c1 | 4 | -3 | 8 | -13 | 0 | -1 | 3 | -9 | 7 |
| 21 | CCOC(=O)CN(C(=O)CNC(=O)c1ccco1)C(C(=O)NC1CCCCC1)c1cccc(OC)c1 (stereo unspecified) | 1 | -3 | -5 | -2 | -3 | 1 | 11 | 2 | 5 |
| 22 | COc1cc2ccccc2cc1C(=O)OCC(=O)N(CC(C)C)c1c(N)n(Cc2ccccc2)c(=O)[nH]c1=O | 8 | 6 | -11 | -10 | 3 | 5 | 20 | 4 | 6 |
| 27 | CCC(Oc1ccccc1OC)C(=O)Nc1ccc2c(c1)n(C)c(=O)n2C (stereo unspecified) | 13 | 1 | -13 | -16 | -2 | 2 | 2 | -4 | 4 |
| 37 | COc1c(C)cc(Br)cc1C(=O)Nc1ccc(C)cc1[N+](=O)[O-] | 3 | -4 | 2 | -3 | -1 | 1 | 2 | 1 | 7 |
| 39 | COc1ccc(CN2C(=O)c3cccnc3C2=O)cc1S(=O)(=O)NC1CCCCC1 | 0 | 0 | -1 | 1 | -2 | 2 | 8 | -1 | -6 |
| 43 | CCOC(=O)N1CCN(C(=O)CN(c2cccc(OC)c2)S(C)(=O)=O)CC1 | 5 | -3 | 1 | -13 | 3 | 0 | 14 | 5 | 3 |
